Hep lipid drop = inhibitors of hepatocyte lipid droplet formation, primary screen, imaging, high-throughput imaging, BODIPY stain; AML12 mouse hepatocytes, oleate lipid droplets; inhibition, % at 6.5 µM; hit rate 0.4% among 240,000;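 active = lipid droplet intensity inhibited by at least 50%, with more than 500 cells counted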
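Assay system: AML12 hepatocytes (mouse) / Also added: 100 µM oleic acid challenge / Times: overnight treatment with compound plus oleate / Detection: high-content imaging of BODIPY-stained droplets and DAPI nuclei / Evaluation: % inhibition of lipid droplet signal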
T cell HTS = modulators of CD8 T cell-vesicle binding, primary screen, mouse 2C CD8+ T cells, flow cytometry; 2C CD8+ T cell-vesicle binding; active compounds read low; calls only at 7 µM; hit rate 0.068% among 330,000; AID 2052, 2009;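 active = response, share of CD8 T cells binding vesicles, and their 90th percentile fluorescence all below set limits, cut at about 80% in these data, passing the limit was not always enough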
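Assay system: 2C TCR transgenic mouse naive CD8+ T cells, MACS-purified | Read-out: CD8+ gate FL2 mean fluorescence as % of same-row positive control | Signal: High-throughput flow cytometry with anti-B7-1 and anti-CD8 staining | Timing: Binding step 1.5 h, 37 °C, antibody labelling 20 min, ice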
Hep lipid drop cells 6.5 µM = further read-out of Hep lipid drop, marked with its call; cell count; measured here: cell count, cytotoxicity flag;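 cells counted across two imaged fields per well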
T cell HTS vesicle-bound % = recorded beside T cell HTS, whose call it bears; double positive events, %; measured here: CD8+ vesicle-bound cell fraction;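 binding gate set so that unloaded-vesicle control wells show 10% double positive cells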
* marks the source's active call; other numbers are inactive results; i = inactive.

SMILES | Hep lipid drop | Hep lipid drop cells 6.5 µM | T cell HTS | T cell HTS vesicle-bound %
CCN(c1ccc(OC)cc1)S(=O)(=O)c1nnc(NC(=O)c2ccco2)s1 | -14 | 678 | i | 9
CCn1nc(C)c(CN2CCC(n3nccc3NC(=O)c3ccc4c(c3)OCO4)CC2)c1C | 0 | 889 | i | 59
CCCCc1nc(SCC(=O)Nc2nnc(C(C)C)s2)n[nH]1 | -4 | 783 | i | 67
COc1cc2cc(C(=O)N3CCN(c4ccccc4OC)CC3)[nH]c2cc1OC | -2 | 796 | i | 37
Cc1ccc2[nH]c(=O)c3cc(C(=O)N(C)C4CCCCC4)sc3c2c1 | 37 | 769 | i | 0
CC(C)(C)C(=O)NC1CC2CCCC(C1)N2C(=O)Nc1ccccc1F (stereo unspecified) | 1 | 775 | i | 10
CCOC(=O)C1CCN(C(=O)c2cc3cc4ccc(C)cc4nc3o2)CC1 | -2 | 732 | i | 24
Cc1ccc(NC(=O)c2cccnc2C(=O)O)nc1 | 1 | 807 | i | 59
CCC(=O)N1CCc2cc(S(=O)(=O)CCC(=O)N3CCCC(C)C3)ccc21 (stereo unspecified) | -16 | 640 | i | 27
Cc1ccc2c(C)c(C(=O)N3CCC(O)(c4ccccc4)CC3)oc2c1C | 0 | 795 | i | 42
C/C(=N/NS(=O)(=O)c1ccc(C)cc1C)c1c[nH]c2ccccc12 | -7 | 811 | i | 64
Cc1cc(S(=O)(=O)N2CCOCC2)ccc1OCC(=O)Nc1ccc(F)c(Cl)c1 | 14 | 791 | i | 19
COc1cc(OC)c(OC)cc1CN1CCCC(C(=O)N2CCCC2)C1 (stereo unspecified) | 0 | 839 | i | 14
CN(C)S(=O)(=O)N1CCN(CC(O)COc2ccc(-c3ccccc3)cc2)CC1 (stereo unspecified) | 5 | 815 | i | 61
O=c1[nH]cnc2c1c(-c1ccccc1)cn2-c1ccccc1 | 25 | 729 | i | 28
Cc1ccc(C2=NS(=O)(=O)N(C)C(C(=O)NC3CCCC3)=C2)cc1 | -4 | 776 | i | 40
O=C(NCc1ccco1)/C(=C/c1cccc([N+](=O)[O-])c1)NC(=O)c1ccco1 | 16 | 737 | i | 38
COc1ccc(OCc2cc(C(=O)NC(C)c3cnn(C)c3)no2)c(Cl)c1 (stereo unspecified) | 2 | 663 | i | 38
CC1(C)C2CCC1(CS(=O)(=O)NCc1ccc(Cl)cc1Cl)C(=O)C2 (stereo unspecified) | -9 | 824 | i | 33
COc1ccc(NC(=O)C(=O)c2cn(CC(=O)N3CCCC3)c3ccccc23)c(OC)c1 | -3 | 868 | i | 67
CCOC(=O)N1CCN(S(=O)(=O)c2ccc(C(=O)N(CCN(C)C)c3nc4ccc(CC)cc4s3)cc2)CC1 | -1 | 798 | i | 70
FC(F)(F)c1ccc(-n2cnc3ccccc32)nc1 | 22 | 857 | i | 40
Cc1cc(C(=O)CS(=O)(=O)c2ccc(Cl)cc2)cc(C)c1O | -1 | 863 | i | 37
O=C(Cc1c[nH]c2ccccc12)N[C@@H](Cc1c[nH]c2ccccc12)C(=O)O | 8 | 826 | i | 54
CCC(CC)c1nnc(NC(=O)CCc2ccccc2)s1 | -14 | 769 | i | 60
Cc1cc(Cl)ccc1OCC(=O)Nc1cccnc1 | 2 | 819 | i | 46
O=C(c1ccc(N2CCCC2=O)cc1)N1CCN(c2ccccc2F)CC1 | 0 | 698 | i | 28
COC(=O)C1=C(C)NC(C)=C(C(=O)OCC2CCCO2)C1c1cccc(Cl)c1 (stereo unspecified) | -24 | 726 | i | 20
COCCCN(Cc1ccco1)C(=O)c1cc2c(s1)-c1ccc(Cl)cc1S(=O)(=O)C2 | -1 | 799 | i | 21
COc1ccc(N(C(=O)c2ccncc2)S(=O)(=O)c2cccc([N+](=O)[O-])c2)cc1 | 0 | 639 | i | 68
COC(=O)c1ccccc1NC(=O)Nc1c(C)n(C)n(-c2ccccc2)c1=O | 16 | 685 | i | 63
O=C(/C=C/c1ccc(Cl)c(C(F)(F)F)c1)N1CCN(c2ccccn2)CC1 | 16 | 757 | i | 7
Cc1c(C(=O)NC2CCN(Cc3ccccc3)C2)oc2c(Cl)cccc12 (stereo unspecified) | -8 | 805 | i | 43
Cc1ccc(C(=O)O/N=C(\N)c2ccccn2)cc1 | 13 | 796 | i | 30
COc1ccccc1/C=N\NC(=O)c1c(C)nc2ccc(Cl)cn12 | -3 | 804 | i | 11
COC1C(C)=C(C)C(=O)N1Cc1ccccc1 (stereo unspecified) | 3 | 804 | i | 43
C/C(=N\NC(=O)c1cc(C)oc1C)c1ccc2ccccc2c1 | -23 | 771 | i | 26
Cc1ccc(-n2nc3c(c2NC(=O)C2CC2)CS(=O)(=O)C3)cc1 | -7 | 735 | i | 50
COCC1CCCCN1C(=O)CCCn1nnnc1CN1CCC(C)CC1 (stereo unspecified) | -7 | 789 | i | 11
O=C(CCc1cccc(Cl)c1)N1CCCC(Nc2ccccc2)C1 (stereo unspecified) | -26 | 718 | i | 10
COc1ccc(S(=O)(=O)NC2(C(F)(F)F)NC(=O)N(CCc3ccc(OC)c(OC)c3)C2=O)cc1 (stereo unspecified) | -6 | 773 | i | 33
O=C(Cc1ccccc1F)Nc1cc(Cl)ccc1N1CCCC1 | -16 | 810 | i | 52
N#Cc1ccccc1NC(=S)NC(=O)c1cccnc1 | 0 | 810 | i | 50
Cc1cccc(C(=O)OCC(=O)c2ccc3c(c2)OCO3)c1O | -6 | 800 | i | 40
Cc1ccc(S(=O)(=O)N[C@@H](Cc2ccccc2)C(=O)N2CCC(C(=O)N[C@H](C(=O)O)C(C)O)CC2)cc1 (stereo partly specified) | -3 | 866 | i | 37
COC(=O)c1c(C(=O)OC)c(-c2ccc(OC)cc2)n2c1CCC2 | -31 | 836 | i | 41
COc1ccc(N(CC(=O)NCc2ccc(F)cc2)C(=O)c2snc(C(N)=O)c2N)cc1 | 1 | 739 | i | 51
Cc1noc(C)c1COc1ccccc1C(=O)NCCc1ccc(S(N)(=O)=O)cc1 | -8 | 839 | i | 15
COC1CCCN(Cc2c(C(=O)N3CCc4ccccc4C3)nc3ccc(Cl)cn23)C1 (stereo unspecified) | 0 | 781 | i | 14
CC(C)c1cc(C(=O)N2CCCC(Nc3ccc(F)cc3)C2)n[nH]1 (stereo unspecified) | -1 | 840 | i | 33
(further entries)
SMILES | Hep lipid drop | Hep lipid drop cells 6.5 µM | T cell HTS | T cell HTS vesicle-bound %
O=C(CCl)N1CCN(CC(=O)N2CCCC2)CC1 | -1 | 822 | i | 21
COc1cccc(NC(=O)c2ccc3c(O)c(S(=O)(=O)c4ccccc4)c(=O)[nH]c3c2)c1 | -24 | 688 | i | 10
Cc1ccc(-c2ocnc2C(=O)Nc2ccccc2NC(=O)c2ccccn2)cc1 | 6 | 837 | i | 24
COc1cccc(CN(C)CC2CCCN(CCc3ccc(Cl)cc3)C2)c1OC (stereo unspecified) | -12 | 762 | i | 54
CCOc1ccc(-n2cc(-c3ccccc3)c3c(=S)nc[nH]c32)cc1 | 4 | 642 | i | 7
O=C(CSc1nnc(-c2ccc(Cl)cc2)o1)N1CCOCC1 | 20 | 677 | i | 24
Cc1ccccc1OCCC(=O)N1CCN(S(=O)(=O)c2ccc(F)cc2)CC1 | -1 | 849 | i | 63
Cc1ccc2c(c1)/C(=C/c1ccccc1C)C(=O)N2 | -1 | 804 | i | 63
CN1CCN(C(=O)C2CCCN(S(=O)(=O)c3ccc(Br)cc3)C2)CC1 (stereo unspecified) | -13 | 666 | i | 4
O=Cc1c(NCCN2CCCC2)c2ccccc2[nH]c1=O | 1 | 845 | i | 52
COc1cc(C(=O)Nc2cc(C)ccn2)ccc1OCC(=O)N1CCOCC1 | -3 | 576 | i | 22
COc1ccccc1N1CCN(C(=O)C2CCN(C(=O)c3cccc(Cl)c3)CC2)CC1 | -3 | 814 | i | 14
Cc1ccc(C)c(N(C)C(=O)CCS(=O)(=O)c2cccc3nonc23)c1 | -30 | 764 | i | 39
Cc1cccc(NC(=O)CN(C)S(=O)(=O)c2ccc(-c3ccc(=O)[nH]n3)s2)c1C | -14 | 682 | i | 8
COCCN(C(=O)CCC(=O)Nc1cc(C)on1)C(C(=O)NC1CCCC1)c1ccc(C)cc1 (stereo unspecified) | -18 | 759 | i | 51
CCc1cc(=O)oc2c(CN3CCN(C)CC3)c(O)ccc12 | -3 | 853 | i | 14
CCn1nc(C)c(CN2CCC(n3nccc3NC(=O)c3ccccc3OC)CC2)c1C | -9 | 792 | i | 2
Cc1c(C(=O)N(C)c2ccccc2Cl)cnn1-c1ccccc1 | 6 | 802 | i | 51
N#C/C(=C/c1cccc(O)c1)C(=O)NCc1ccc(Cl)cc1 | -4 | 855 | i | 31
CCOC(=O)CN1C(=O)C(=O)N(Cc2c(C)cc(C)cc2C)C1=O | -6 | 640 | i | 42

Seven structures from above, arranged by number of heavy atoms, lowest first:
SMILES | Hep lipid drop | Hep lipid drop cells 6.5 µM | T cell HTS | T cell HTS vesicle-bound %
Cc1ccc(NC(=O)c2cccnc2C(=O)O)nc1 | 1 | 807 | i | 59
N#Cc1ccccc1NC(=S)NC(=O)c1cccnc1 | 0 | 810 | i | 50
O=Cc1c(NCCN2CCCC2)c2ccccc2[nH]c1=O | 1 | 845 | i | 52
CCOC(=O)CN1C(=O)C(=O)N(Cc2c(C)cc(C)cc2C)C1=O | -6 | 640 | i | 42
COc1cc(OC)c(OC)cc1CN1CCCC(C(=O)N2CCCC2)C1 (stereo unspecified) | 0 | 839 | i | 14
O=C(/C=C/c1ccc(Cl)c(C(F)(F)F)c1)N1CCN(c2ccccn2)CC1 | 16 | 757 | i | 7
Cc1noc(C)c1COc1ccccc1C(=O)NCCc1ccc(S(N)(=O)=O)cc1 | -8 | 839 | i | 15

Grouped by structure: those above with a nitro group on carbon (2)
SMILES | Hep lipid drop | Hep lipid drop cells 6.5 µM | T cell HTS | T cell HTS vesicle-bound %
O=C(NCc1ccco1)/C(=C/c1cccc([N+](=O)[O-])c1)NC(=O)c1ccco1 | 16 | 737 | i | 38
COc1ccc(N(C(=O)c2ccncc2)S(=O)(=O)c2cccc([N+](=O)[O-])c2)cc1 | 0 | 639 | i | 68

The list goes on.
SMILES | Hep lipid drop | Hep lipid drop cells 6.5 µM | T cell HTS | T cell HTS vesicle-bound %
CSCC[C@H](N)C(=O)N1CCC(C(=O)N[C@H](C)C(=O)Nc2ccc(C(C)C)cc2)CC1 | 8 | 750 | i | 28
CCOC(=O)N1CCN(C(=O)Cn2nc(C)n3nc(-c4ccc(OC)cc4)cc3c2=O)CC1 | 16 | 757 | i | 25
CCCNc1c(NC(=O)COc2ccc(Cl)cc2)c(=O)oc2ccccc12 | 0 | 677 | i | 22
COc1ccc(CCC(C)NCc2ccc(C(F)(F)F)cc2)cc1 (stereo unspecified) | -14 | 803 | i | 50
COc1cccc(NC(=O)C(=O)c2cn(CC(=O)N3CCOCC3)c3ccccc23)c1 | 8 | 741 | i | 2
CCc1nnc(SCC(=O)Nc2nc(C)c(C(=O)N(C)C)s2)n1CC | -8 | 594 | i | 45
CC(C)Cc1nnc(NC(=O)CCC(=O)N2CCN(c3ccccc3)CC2)s1 | 11 | 711 | i | 2
O=c1[nH]cnc(O)c1C(c1ccc([N+](=O)[O-])cc1)c1c(O)nc[nH]c1=O | -1 | 822 | i | 60
CSc1ccc(CCNC(=O)CN2C(=O)CCSc3ccccc32)cc1 | -6 | 757 | i | 20
Cc1ccc(Nc2nnc(SCC(=O)c3ccc(O)cc3O)s2)cc1 | -4 | 783 | i | 24
O=C(Nc1ccccc1C(F)(F)F)C1CCN(C(=O)c2cccs2)CC1 | 3 | 851 | i | 38
NC(=O)c1ccc(NCC2CCCO2)c([N+](=O)[O-])c1 (stereo unspecified) | 9 | 820 | i | 28
Cc1onc(-c2ccccc2)c1C(=O)OCCOc1ccccc1F | -5 | 826 | i | 14
Cc1ccc([N+](=O)[O-])cc1NC(=O)C1CCCC1 | 6 | 847 | i | 55
COc1ccccc1CNC(=O)Cn1cc([N+](=O)[O-])ccc1=O | 0 | 837 | i | 6
Cc1ccc(NC(=O)N2C3CCCC2CC(NC(=O)C2CC2)C3)cc1 (stereo unspecified) | 8 | 828 | i | 16
O=C(NC1CCCCC1)c1cc(S(=O)(=O)N2CCCC2)ccc1Cl | 5 | 735 | i | 46
CCCOc1ccccc1/C=C1\SC(N)=NC1=O | 2 | 843 | i | 57
COc1ccc(C(=O)OCCc2sc[n+](CC(=O)c3ccccc3)c2C)cc1 | 2 | 742 | i | 10
O=[N+]([O-])c1cccc(OCC(O)CN2CCN(S(=O)(=O)c3cc(Cl)ccc3Cl)CC2)c1 (stereo unspecified) | -23 | 706 | i | 22
CCC(C)C(NC(=O)C1CCC(=O)N1C(=O)OCc1ccccc1)C(=O)NC(Cc1ccccc1)C(N)=O (stereo unspecified) | -1 | 755 | i | 39
COc1ccc(NC(=O)COC(=O)CCc2cc(OC)c(OC)c(OC)c2)c([N+](=O)[O-])c1 | -2 | 744 | i | 38
O=C(/C=C/c1ccc(-c2ccccc2)cc1)NCc1cccnc1 | 0 | 790 | i | 30

An excerpt of these results, with tabs:
compound	Hep lipid drop	Hep lipid drop cells 6.5 µM	T cell HTS	T cell HTS vesicle-bound %
NC(=O)c1ccc(NCC2CCCO2)c([N+](=O)[O-])c1 (stereo unspecified)	9	820	i	28
Cc1ccc([N+](=O)[O-])cc1NC(=O)C1CCCC1	6	847	i	55

Source: PubChem BioAssay (several laboratories)

The list is partial; the hit share may differ from the screen's.
